V-ATPase pHluor = regulators of yeast V-ATPase proton pumping, primary screen, pHLuorin cytosolic pH fluorescence. S. cerevisiae. response, % at 10 µM. 0.37% of 350,000 active; in the data active = response mostly above about 7.3%, no sharp cut-off; inactive = mostly below about 5.4%; note: actives read high; inactives centre near 0; some compounds called inactive have numbers as strong as hits; reference of the scale not given here
Wnt bcat act = Wnt/beta-catenin pathway activators, primary screen, cell-based, plate reader, single point; Wnt/beta-catenin reporter cell assay, activator; activation, % at 9.35 µM; 1.2% of 300,000 active; in the data active = activation above about 30%, passing the limit was not always enough;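 note: 0% = neutral control wells and 100% = positive control wells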
LANA DNA inh = inhibitors of KSHV C-LANA binding to DNA, primary screen, biochemical, fluorescence polarization, FAM-LBS DNA, MBP-C-LANA, single point. Kaposi's sarcoma herpesvirus LANA C-terminal domain (residues 932-1162) DNA binding. inhibition, % at 9 µM. 0.078% of 340,000 active. AID 504423, 2011;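 active = highest replicate inhibition at or above 60% at 9 µM, even if other replicates fall short; inactive = all replicates below 60% inhibition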;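 note: 0% = neutral control wells and 100% = 4 µM acridine orange control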
Cardiac RTF inh = cardiac RTF calcium sensitivity inhibitors, primary screen, biochemical, IANBD-TnC fluorescence, EC70 calcium; Troponin I, cardiac muscle (Homo sapiens) + Troponin T, cardiac muscle (Homo sapiens) + …; IANBD-labeled cardiac RTF, Ca2+ fluorescence; inhibition, % at 7.15 µM; 0.12% of 340,000 active; AID 493244, 2011;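 active = inhibition above the mean inhibition of all tested compounds plus 3 SD, cut at about 17% in these data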;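 note: assay run at fixed EC70 calcium of 1.6 mM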
Arr AP2 block = inhibitors of beta-arrestin/AP2 binding, primary screen, biochemical, GPCR trafficking, flow cytometry. FITC-arrestin peptide / GST-AP2 beads; AP2 beta2 appendage carries R879A mutation. beta-arrestin 1 C-terminal peptide binding to AP2 beta2-adaptin appendage (human). inhibition, % at 10 µM. 0.31% of 340,000 active;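 active = inhibition above a set limit, near 3 SD of compounds lacking own fluorescence, cut at about 54% in these data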;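 note: plate controls were DMSO wells for no effect and 5 µM unlabelled arrestin peptide for full effect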
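System: GST-AP2 R879A bound to glutathione beads, E. coli-expressed. Also added: 50 nM FITC-arrestin peptide. Schedule: compound with beads 12 min RT, then probe 1 h RT. Signal: bead flow cytometry, FITC channel. Read-out basis: percent response.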
Keap1 Nrf2 FP = Keap1-Nrf2 protein-protein interaction inhibitors, primary screen, biochemical, fluorescence polarization, single point | AID 504523, 2011 | inhibition, % at 9.4 µM | Kelch-like ECH-associated protein 1 (Homo sapiens), Q14145 | 0.15% of 340,000 active | Keap1 Kelch-Nrf2 peptide fluorescence polarization, 1536-well; in the data active = inhibition above about 12%;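 note: human Keap1 Kelch domain with fluorescein labeled Nrf2 9mer peptide probe; 0% = neutral control wells and 100% = peptide positive control; higher means more block of Keap1 binding to Nrf2 peptide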
RTF Ca sens act = cardiac RTF calcium sensitivity activators, primary screen, biochemical, IANBD-TnC fluorescence, EC20 calcium | AID 493008, 2010 | activation, % at 7.2 µM | 0.24% of 340,000 active | IANBD-labeled TnC RTF fluorescence at EC20 calcium; 0% EC20 calcium, 100% full calcium;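 active = activation above the mean over all tested compounds plus 3 SD, cut at about 30% in these data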;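 note: rise in fluorescence read as greater calcium sensitivity of cardiac thin filaments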
OPRM1-OPRD1 inv = inverse agonists of MOR-DOR heterodimerization, primary screen, cell-based, luminescence | 0.21% of 340,000 active | inhibition, % at 9.3 µM | cell-based MOR-DOR heterodimer luminescence, inverse agonism; in the data active = inhibition above about 22%, passing the limit was not always enough;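 note: 0% = cells with DMSO and 100% = wells without cells with DMSO; values of inactives mirror those of a sister screen read the other way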
MOR-DOR ag = agonists of OPRM1-OPRD1 heterodimerization, primary screen, cell-based, luminescence; 0.3% of 340,000 active; activation, % at 9.3 µM; cells; in the data active = activation above about 18%;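 note: 0% = vehicle-treated cells and 100% = reference agonist; values of inactives mirror those of a sister screen read the other way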
Pemphigus Ab inh = inhibitors of pemphigus antibody binding to DSG3, primary screen, biochemical, bead-based, flow cytometry, scFv-GFP | binding (percent of control), % at 10 µM | DSG3-coupled beads, scFv-anti-DSG3-GFP binding; active compounds read low | 0.48% of 310,000 active | Desmoglein-3 (Homo sapiens), P32926 | AID 588358, 2011;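 active = binding more than 3 SD below its plate's average and above zero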;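 note: hits lower antibody fragment binding to DSG3; some compounds called inactive have numbers as strong as hits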
Target sequence (P32926 whole entry, looked up, the tested form may be a part): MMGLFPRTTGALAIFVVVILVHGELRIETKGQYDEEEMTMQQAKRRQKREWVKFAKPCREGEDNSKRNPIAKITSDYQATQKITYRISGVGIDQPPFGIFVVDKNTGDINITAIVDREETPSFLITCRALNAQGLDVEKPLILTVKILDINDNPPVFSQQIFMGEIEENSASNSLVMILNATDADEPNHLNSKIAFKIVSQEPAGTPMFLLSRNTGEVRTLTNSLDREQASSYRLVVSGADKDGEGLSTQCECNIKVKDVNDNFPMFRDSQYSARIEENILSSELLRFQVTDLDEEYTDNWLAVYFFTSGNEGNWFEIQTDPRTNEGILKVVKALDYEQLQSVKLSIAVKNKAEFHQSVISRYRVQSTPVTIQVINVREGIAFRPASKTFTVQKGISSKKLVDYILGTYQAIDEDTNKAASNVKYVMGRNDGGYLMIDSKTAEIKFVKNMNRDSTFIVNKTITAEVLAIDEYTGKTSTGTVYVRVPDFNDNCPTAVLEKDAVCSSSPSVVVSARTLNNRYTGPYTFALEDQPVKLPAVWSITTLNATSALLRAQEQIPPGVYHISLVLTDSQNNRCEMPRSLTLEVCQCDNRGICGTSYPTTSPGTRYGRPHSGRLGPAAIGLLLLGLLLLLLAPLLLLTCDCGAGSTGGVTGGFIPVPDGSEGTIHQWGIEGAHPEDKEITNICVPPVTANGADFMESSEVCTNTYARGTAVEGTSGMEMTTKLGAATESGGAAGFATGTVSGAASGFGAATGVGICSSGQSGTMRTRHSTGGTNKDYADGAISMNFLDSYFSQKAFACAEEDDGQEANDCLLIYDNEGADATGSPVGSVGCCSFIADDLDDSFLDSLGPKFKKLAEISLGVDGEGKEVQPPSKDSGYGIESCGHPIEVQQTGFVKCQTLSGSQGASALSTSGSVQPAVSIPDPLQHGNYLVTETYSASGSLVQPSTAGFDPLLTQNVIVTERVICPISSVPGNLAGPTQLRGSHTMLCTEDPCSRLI
* marks the source's active call; other numbers are inactive results; x = not tested or not shown.

SMILES	V-ATPase pHluor	Wnt bcat act	LANA DNA inh	Cardiac RTF inh	Arr AP2 block	Keap1 Nrf2 FP	RTF Ca sens act	OPRM1-OPRD1 inv	MOR-DOR ag	Pemphigus Ab inh
COc1ccc(CN2CCN(C(=O)c3ccccc3C(=O)c3ccccc3)CC2)cc1OC	1	-1	1.5	-12	14	-1	4	-5	1.3	117
Cc1nc2n(n1)C(c1ccccc1)C1=C(CC(c3ccco3)CC1=O)N2 (centres undefined)	5	3	1.0	-12	-4	-1	-5	18	-3.0	x
O=C(C1CCN(S(=O)(=O)c2cccc3nsnc23)CC1)N1CCc2ccccc2C1	7	x	0.6	-3	-4	0	0	-4	0.7	95
Cc1cccc(NC(=O)COc2ccc(/C=C\c3[nH]c(=O)[nH]c(=O)c3[N+](=O)[O-])cc2)c1	-2	0	1.5	-6	-5	4	1	-1	0.2	102
O=C(CCC1CCCCC1)Nc1nccs1	-2	9	2.0	0	-6	-3	8	-2	0.3	105
Cc1c(NC(=O)COC(=O)c2ccccc2Cl)c(=O)n(-c2ccccc2)n1C	0	-3	0.3	11	-10	-4	-6	-8	1.7	111
O=C(C=Cc1cccs1)c1ccc(Cl)s1	1	11	-0.7	-1	-4	-2	1	3	-0.5	x
Cc1cccc(C)c1NC(=O)CNC(=O)c1ccccc1OCc1ccccc1	-4	-3	-0.1	-8	-8	-1	-2	13	-2.4	112
CN(c1ccc(OCc2nnc(-c3ccccc3)o2)cc1)S(=O)(=O)c1ccccc1	4	x	-0.5	2	18	-4	-5	4	-1.0	104
CCN(CCNc1ccc(Cl)cc1[N+](=O)[O-])C(=O)c1cc([N+](=O)[O-])c(N(C)C)cc1OC	0	x	1.5	-3	6	0	2	20	-3.7	101
COc1ccc(OCc2cn3c(C)cc(C)nc3n2)cc1	-2	3	0.2	-3	-1	-4	-1	7	-1.4	98
C=CCOc1ccc(/C=C2\SC(=S)N(CCC(=O)O)C2=O)cc1	2	-7	-1.0	-8	-24	2	2	16	-3.0	99
COC(=O)c1cc(NC(=O)Cc2ccc(OC)c(OC)c2)cc(C(=O)OC)c1	-4	x	-0.2	-9	6	2	-4	-6	1.0	99
O=C(Nc1c(Cl)ccc2nsnc12)c1ccc([N+](=O)[O-])o1	5	-1	0.0	0	39	-1	-3	-47	8.8	86
O=C(O)C1CC=CCC1C(=O)c1ccccc1 (centres undefined)	0	x	0.2	-4	5	-3	3	1	-0.1	x
O=C(Nc1ccc2nc3n(c(=O)c2c1)CCCC3)c1cncc(Br)c1	2	0	0.0	-9	18	-1	4	13	-2.4	x
Cc1onc(-c2ccccc2)c1C(=O)Nc1ccc(Br)cc1Cl	0	0	-0.5	-6	36	1	-4	19	-3.8	98
COc1ccccc1N(CC(=O)NCc1ccco1)C(=O)CCC(=O)Nc1ccccn1	1	-2	0.7	7	-12	-1	-4	-7	0.8	137
COc1ccccc1NC(=O)CSc1nnc(-c2ccc(C)cc2)o1	1	58*	-0.4	3	0	-2	1	5	-1.0	98
CCOC(=O)c1c(S(=O)(=O)NCC(=O)Nc2ccc(C)cc2)c(C)n(C)c1C	-2	2	2.9	4	-7	3	4	14	-2.8	98
CCCSc1nc2sc3c(c2c(=O)[nH]1)CC(C)(CC)OC3 (centres undefined)	1	4	-3.2	0	-21	-7	-3	7	-1.6	93
COc1ccc(CC(=O)N2CCN=C2SC)cc1	0	-1	1.5	-6	-5	2	0	-3	0.5	x
CC1CN(Cc2ccccc2)C(=O)NC1=O (centres undefined)	0	-1	-2.8	6	26	2	-1	9	-1.9	108
O=C(CCCOc1ccc(Cl)cc1Cl)Nc1cccnc1	3	x	1.4	-6	3	-6	2	13	-2.3	102
CCOc1ccc(/C=C2\SC(=S)N(N3C(=O)C4CC4C3=O)C2=O)cc1 (centres undefined)	0	x	-0.1	-1	12	-4	-3	-9	1.8	81

Quoted from the listing.
Result for COC(=O)c1cc(NC(=O)Cc2ccc(OC)c(OC)c2)cc(C(=O)OC)c1 in RTF Ca sens act: -4
Result for COc1ccc(CN2CCN(C(=O)c3ccccc3C(=O)c3ccccc3)CC2)cc1OC in Pemphigus Ab inh: 117
Result for CCN(CCNc1ccc(Cl)cc1[N+](=O)[O-])C(=O)c1cc([N+](=O)[O-])c(N(C)C)cc1OC in Keap1 Nrf2 FP: 0
Result for COc1ccc(OCc2cn3c(C)cc(C)nc3n2)cc1 in Pemphigus Ab inh: 98
Result for CN(c1ccc(OCc2nnc(-c3ccccc3)o2)cc1)S(=O)(=O)c1ccccc1 in RTF Ca sens act: -5
Result for Cc1c(NC(=O)COC(=O)c2ccccc2Cl)c(=O)n(-c2ccccc2)n1C in Wnt bcat act: -3
Result for O=C(C1CCN(S(=O)(=O)c2cccc3nsnc23)CC1)N1CCc2ccccc2C1 in OPRM1-OPRD1 inv: -4

Just Pemphigus Ab inh, OPRM1-OPRD1 inv and Wnt bcat act (3 entries from above):
| compound | Pemphigus Ab inh | OPRM1-OPRD1 inv | Wnt bcat act |
| --- | --- | --- | --- |
| O=C(C=Cc1cccs1)c1ccc(Cl)s1 | x | 3 | 11 |
| Cc1cccc(C)c1NC(=O)CNC(=O)c1ccccc1OCc1ccccc1 | 112 | 13 | -3 |
| CN(c1ccc(OCc2nnc(-c3ccccc3)o2)cc1)S(=O)(=O)c1ccccc1 | 104 | 4 | x |

New compounds follow.
SMILES	V-ATPase pHluor	Wnt bcat act	LANA DNA inh	Cardiac RTF inh	Arr AP2 block	Keap1 Nrf2 FP	RTF Ca sens act	OPRM1-OPRD1 inv	MOR-DOR ag	Pemphigus Ab inh
CC(C)C(=O)Nc1ccc(C(=O)N2CCCCCC2)cc1	-2	x	-0.9	-4	-1	-3	3	5	-0.9	95
Cc1noc(C)c1CSCC(=O)N(C)CC(=O)Nc1ccccc1C(F)(F)F	-3	2	-0.5	-4	3	-1	-5	10	-2.2	101
COc1cc(C(=O)NCC2CCCO2)ccc1OCc1c(C)noc1C (centres undefined)	1	-4	-0.9	-1	-6	-8	0	2	-0.4	103
CC(C)OC(=O)CN1C(=O)C(C)(C)Oc2ccc(C(=O)NC(C)(C)C)cc21	-1	x	-0.4	-2	5	-2	4	12	-2.4	98
Cc1ccccc1C(NC(N)=O)c1ccccc1 (centres undefined)	-1	2	0.7	0	36	6	-2	-5	0.9	119
CCOC(=O)C1C(=O)C=C(/C=C/c2ccccc2)CC1c1ccc(Cl)cc1 (centres undefined)	1	x	-1.4	8	12	-1	-3	-7	1.3	104
CCC(=O)Nc1cccc(C2=NN(c3ccccc3)C(c3ccc(OC)cc3)C2)c1 (centres undefined)	2	0	0.3	-6	9	-8	3	-11	2.4	102
Cc1cc(NS(=O)(=O)c2ccc(NC(=O)C(C)Oc3cc(C)c(Cl)c(C)c3)cc2)no1 (centres undefined)	1	3	0.5	-4	-2	-1	9	8	-1.5	125
CCc1ccc(C(C(=O)NC2CCCC2)N(C(=O)c2csnn2)C2CC2)cc1 (centres undefined)	-2	-1	-0.1	6	-9	-3	3	2	-0.3	x
Cc1cc(C)c(C#N)c(SCC(=O)NC(C)(C)C)n1	-1	-1	2.6	-10	5	-7	3	9	-1.7	102
CC1(C)CC(NC(=O)COc2cc3oc(=O)c4c(c3cc2Cl)CCC4)CC(C)(C)N1	0	1	-0.7	4	4	-7	4	14	-2.6	109
O=C(N/N=C/c1ccccc1Cl)c1ccc(F)cc1	-2	x	-0.3	-3	7	1	4	5	-0.9	100
Cc1ccc(-c2cc(C(=O)N3CCN(c4ncccn4)CC3)c3ccccc3n2)cc1	13	21	1.0	0	-15	-4	-4	-9	1.5	94
CCn1c(SCC(=O)c2ccccc2)nc2ccccc2c1=O	1	4	-0.6	-22	x	0	-3	7	-1.4	146
Cc1ccccc1CC(=O)c1ccc(O)c(C)c1O	1	0	1.1	-7	1	3	0	-34	6.4	104
Cc1oc2ccc(NS(=O)(=O)c3ccccc3)cc2c1C(=O)Nc1ccccc1	1	-2	1.5	-12	-1	-4	-4	-12	1.8	104
Cc1cccc(N2CCN(C(=O)c3cccn4c(=O)c5c(C)c(C)sc5nc34)CC2)c1C	1	x	-1.2	-10	2	-3	-1	6	-0.9	x
COc1ccc(-c2noc(-c3cccc(OC)c3OC)n2)cc1OC	1	14	0.1	-2	1	-2	-2	-22	4.2	95
CSc1ccc(CN(C)C(=O)c2cc(Cl)c3c(c2)OCCO3)cc1	5	1	0.4	2	-9	-4	8	-1	0.2	104
COC/C=C/C1=CC2=CC(=O)C(C)(OC(=O)c3cnc4ccccc4n3)C(=O)C2=CN1CC(C)C (centres undefined)	4	x	1.8	-27	37	-4	1	-12	2.1	100
O=C(c1cn(-c2ccccc2)nc1-c1cccs1)N(CCO)Cc1ccccc1	-8	3	-0.4	2	27	6	-2	0	-0.1	x
O=C1OCCC1S(=O)(=O)c1ccc2ccccc2c1 (centres undefined)	-4	2	1.3	-3	20	1	-3	5	-0.9	98
Cc1cc(C)nc(NS(=O)(=O)c2ccc(N)cc2)n1	3	-4	-2.1	-5	3	-5	5	15	-2.7	110
Cc1ccc(CNC(=O)c2ccc(Cl)cc2[N+](=O)[O-])cc1	-1	x	-0.6	-5	10	1	-1	12	-2.4	97
CCOc1ccc(S(=O)(=O)N2CCC(C(=O)N3CCOCC3)CC2)cc1C	-2	-1	0.5	-2	-9	-7	8	-1	0.1	x
COc1ccc(NC(=O)N(Cc2cc3cc(OC)c(OC)cc3[nH]c2=O)CC2CCCO2)cc1 (centres undefined)	-1	0	-0.7	-10	21	-3	2	-10	2.0	93
CCOC(=O)c1ccc(S(=O)(=O)N2CC(=O)Nc3ccccc32)cc1	1	-2	-0.5	-8	-13	1	-2	6	-1.0	x

One compound at a time, from the list above. Order of screens: V-ATPase pHluor	Wnt bcat act	LANA DNA inh	Cardiac RTF inh	Arr AP2 block	Keap1 Nrf2 FP	RTF Ca sens act	OPRM1-OPRD1 inv	MOR-DOR ag	Pemphigus Ab inh
`CCCSc1nc2sc3c(c2c(=O)[nH]1)CC(C)(CC)OC3` (centres undefined) in the list: 1	4	-3.2	0	-21	-7	-3	7	-1.6	93
`CCOC(=O)c1c(S(=O)(=O)NCC(=O)Nc2ccc(C)cc2)c(C)n(C)c1C` in the list: -2	2	2.9	4	-7	3	4	14	-2.8	98

Screening data as filed in PubChem BioAssay.
